LYP inhibition = LYP phosphatase inhibitors, primary screen, biochemical, DiFMUP fluorescence, recombinant catalytic domain, 10 µM (AID 606); Tyrosine-protein phosphatase non-receptor type 22 (Homo sapiens); recombinant LYP catalytic domain, DiFMUP fluorescence; higher % means a stronger effect; inhibition, % at 10 µM, or IC50 in µM where a hit was titrated; 52,000 tested, under 10 active;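 active = IC50 under 40 µM in the dose-response test; inactive = IC50 of 40 µM or more, or never dose-tested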
TNAP inhibition = human TNAP enzyme inhibitors, biochemical, luminescent (AID 518). Alkaline phosphatase, tissue-nonspecific isozyme (Homo sapiens). purified TNAP enzyme, luminescent substrate readout; higher % means a stronger effect. one-dose inhibition, % at 20 µM; IC50 in µM for titrated hits. 0.09% of 64,000 active; in the data active = a potency from the dose series; inactive = the rest, 99 in 100 with inhibition below about 22%;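 also: plate controls were vehicle for no effect and reference inhibitor for full effect; many of its hits are not listed in these tables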
HPDE-C7 cytotoxicity = cytotoxicity in HPDE-C7 cells, cell-based, fluorescence, HTS (AID 430) | 1.8% of 63,000 active | cytotoxicity, % at 10 µM; hits with a dose series show EC50 in µM | HPDE-C7 pancreatic duct cells viability, fluorescence; higher % means a stronger effect;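 also: cells exposed to compound for 48 hours before viability readout; 0% = vehicle and 100% = reference cytotoxic drug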
DPM-DC inhibit = S. pneumoniae DPM-DC inhibitors, primary screen, biochemical, PK/LDH-coupled NADH fluorescence | diphosphomevalonate decarboxylase (Streptococcus pneumoniae D39) | purified DPM-DC | calls only at 10 µM | 0.49% of 65,000 active | AID 556, 2006;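 active = the 320 compounds with the highest percent inhibition in the single-dose primary screen, excluding strongly autofluorescent ones, cut at about 32% in these data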;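 also: kinetic rate of NADH fluorescence loss reporting ADP formed by the decarboxylase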
MK inhibit = S. pneumoniae MK inhibitors, primary screen, biochemical, PK/LDH-coupled NADH absorbance. mevalonate kinase [Streptococcus pneumoniae D39]. purified MK, PK/LDH-coupled NADH absorbance 340 nm. inhibition, % at 10 µM. 0.48% of 65,000 active. AID 555, 2006;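 active = ranked among the strongest by inhibition in the single 10 µM screen, a fixed top-ranked set picked for dose follow-up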; also: no value below 0 was filed
PMK inhibit = S. pneumoniae PMK inhibitors, primary screen, biochemical, mevalonate pathway, pilot trial included | phosphomevalonate kinase (Streptococcus pneumoniae D39) | purified PMK, PK/LDH-coupled NADH absorbance 340 nm | inhibition, % at 10 µM | 0.49% of 65,000 active;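 active = top-ranked compounds by inhibition in the single 10 µM screen, taking a fixed number of the strongest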;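 also: 0% = full reaction with DMSO carrier and 100% = background rate without enzyme reaction; no value below 0 was filed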
HT1080 cytotoxicity = cytotoxicity in HT1080 fibrosarcoma cells, cell-based, fluorescence readout (AID 620); one-dose cytotoxicity, % at 10 µM; EC50 in µM for titrated hits; HT1080 viability, fluorescence; higher % means a stronger effect; 0.42% of 87,000 active;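 also: cells exposed to compound overnight then 4 h with Alamar Blue; 0% = vehicle DMSO and 100% = killing control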
Bfl-1 inhibitors = Bfl-1 inhibitors, primary screen, biochemical, fluorescence polarization, FITC-Bid, mouse (AID 432). Bcl-2-related protein A1 (Mus musculus). FITC-Bid BH3 peptide fluorescence polarization displacement; higher % means a stronger effect. one-dose displacement, % at 20 µM; IC50 in µM for titrated hits. 0.02% of 64,000 active; in the data active = a potency from the dose series; inactive = the rest, 99 in 100 with displacement below about 15%; also: strong numbers were not always called active
KRASV12 cytotoxicity = cytotoxicity in KRAS-transformed pancreatic duct cells, primary screen, cell-based, fluorescence, HTS (AID 431) | 1.7% of 63,000 active | cytotoxicity, % at 10 µM, or EC50 in µM where a hit was titrated | HPDE-C7K KRASV12 cells, Alamar Blue viability, 48 h; higher % means a stronger effect;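 active = compounds whose percent cytotoxicity in the single-dose primary screen, scaled between solvent and toxic-drug controls, exceeds 50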;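 also: 0% = DMSO solvent wells and 100% = doxorubicin-treated wells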
PMK inhibit pilot replicates = also measured in PMK inhibit; calls as there; inhibition, %; measured here: pilot screen replicates
MK inhibit pilot replicates = second read-out of MK inhibit, no call of its own (marks repeat the call); inhibition, %; measured here: pilot screen replicates
DPM-DC inhibit pilot screen % = also measured in DPM-DC inhibit; calls as there; inhibition, %; measured here: pilot screen trials
The depositor's hits bear a star; i = inactive; x = not tested or not shown. Rule as the data show it, unless noted: active = cytotoxicity above about 50%; inactive = the rest. Rows were taken by chance. About 3.3% of those tested had a hit in this group.

Start of the listing, in advance, 2 compounds:
SMILES	LYP inhibition	TNAP inhibition	HPDE-C7 cytotoxicity	DPM-DC inhibit	MK inhibit	PMK inhibit	HT1080 cytotoxicity	Bfl-1 inhibitors	KRASV12 cytotoxicity	others
CC1CC(C)CN(c2oc(-c3ccco3)nc2C#N)C1 (stereo not drawn)	12%	10%	1%	x	22	9	-6%	-4%	-1%
CCOC(=O)c1ccc(NC(=O)CSc2nnc(COc3ccccc3OC)n2CC)cc1	7%	9%	-19%	i	0	13	-2%	-4%	3%

All compounds of this part, from the start:
SMILES	LYP inhibition	TNAP inhibition	HPDE-C7 cytotoxicity	DPM-DC inhibit	MK inhibit	PMK inhibit	HT1080 cytotoxicity	Bfl-1 inhibitors	KRASV12 cytotoxicity	others
CC1CC(C)CN(c2oc(-c3ccco3)nc2C#N)C1 (stereo not drawn)	12%	10%	1%	x	22	9	-6%	-4%	-1%
CCOC(=O)c1ccc(NC(=O)CSc2nnc(COc3ccccc3OC)n2CC)cc1	7%	9%	-19%	i	0	13	-2%	-4%	3%
COc1ccc2c(c1OC)C(=O)N(c1cccc(C)c1)C2=O	-5%	-3%	-2%	i	0	0	-2%	3%	2%
CC(=O)Oc1cccc(N2C(=O)C3C(C2=O)C2C=CC3C23CC3)c1 (stereo not drawn)	5%	4%	-2%	i	8	10	-5%	-8%	-6%
Oc1c(C(Nc2nc3ccccc3s2)c2ccco2)ccc2cccnc12 (stereo not drawn)	12%	-10%	8.6µM*	i	0	10	10%	-4%	6.2µM*
CC(=O)Nc1c(C(=O)O)[nH]c2ccccc12	9%	7%	-5%	i	0	8	-3%	10%	-10%	PMK inhibit pilot replicates=1.5;MK inhibit pilot replicates=1.5;DPM-DC inhibit pilot screen %=4.5
COc1ccc(O)c(CN2CCN(C/C=C/c3ccccc3)CC2)c1	2%	14%	-2%	i	3	0	-7%	-11%	-15%
N#CC(C(=O)NCCc1ccccc1)c1nc2ccccc2nc1N1CCCCC1 (stereo not drawn)	x	8%	29%	i	3	14	-11%	-2%	45%
COC(=O)C1CCN(C(=O)NC(C)(C)C)CC1	x	10%	-9%	i	7	5	2%	-3%	-3%	PMK inhibit pilot replicates=4.0;MK inhibit pilot replicates=0.0;DPM-DC inhibit pilot screen %=2.0
CC1=C(C(=O)Nc2ccccc2C)C(c2ccc(C)o2)N2C(=O)CSC2=N1 (stereo not drawn)	10%	4%	-1%	i	13	5	8%	1%	2%	PMK inhibit pilot replicates=0.5;MK inhibit pilot replicates=0.0;DPM-DC inhibit pilot screen %=0.0
O=C(Nc1nnc(-c2ccco2)s1)C1CCN(S(=O)(=O)c2ccc(Cl)cc2)CC1	11%	7%	-4%	i	0	15	-2%	-4%	-3%
CCOC(=O)N1CCN(C(=O)c2ccc3nc4ccsc4c(=O)n3c2)CC1	3%	18%	-3%	x	4	5	-9%	-1%	3%	PMK inhibit pilot replicates=3.0;MK inhibit pilot replicates=1.5
COC(=O)c1ccccc1NC(=O)Cn1ccnc1	-9%	14%	1%	i	i	8	-15%	-5%	4%	PMK inhibit pilot replicates=0.0;MK inhibit pilot replicates=0.0;DPM-DC inhibit pilot screen %=0.0
O=C(CN1C(=O)CSC1=O)Nc1ccc(F)c(F)c1F	7%	5%	-4%	i	8	20	20%	-9%	-4%
CCOc1ccc(N2C(=O)c3cccnc3C2Nc2ccc(Cl)cc2)cc1 (stereo not drawn)	5%	7%	-1%	i	10	14	-1%	5%	-5%
CCS(=O)(=O)Nc1cccc(C(=O)CC2(O)C(=O)Nc3ccccc32)c1 (stereo not drawn)	2%	-1%	-11%	i	2	7	-99%	-6%	-2%
O=c1[nH]c(Nc2nc3ccccc3o2)nc2c1CCCC2	6%	-2%	6%	i	2	1	1%	-4%	1%
O=C1CC(c2cccs2)c2cc3c(cc2N1)OCO3 (stereo not drawn)	-10%	13%	1%	i	5	10	14%	-3%	-1%
COc1cc(S(=O)(=O)N2CCC(C(N)=O)CC2)c(C)cc1C	11%	6%	0%	i	10	0	6%	-3%	12%
CCOCCCNC(=O)c1cc(C)nn1-c1ccccc1	11%	4%	-2%	i	3	0	-4%	-6%	-6%
Cc1ccc(NC(=O)CSc2nnc(-c3ccc(S(=O)(=O)N4CCCC4)cc3)o2)cc1C	x	2%	-10%	i	0	20	-4%	13%	-23%
O=S(=O)(NCCSc1ccc(Cl)cc1)c1ccc2c(c1)OCCO2	13%	15%	40%	i	7	12	-5%	-1%	38%
O=C(c1cccs1)N1CCN(S(=O)(=O)N2CCCCC2)CC1	4%	10%	0%	i	20	0	-4%	-6%	2%
CCCN1C(=O)C2C(C(=O)Nc3cccc(OC)c3)C3C=CC2(O3)C1C(=O)NC1CCCCC1 (stereo not drawn)	7%	16%	-8%	i	9	14	-8%	-2%	-4%
O=C(Nc1ccc(Cl)cc1C(=O)O)c1ccc2c(c1)C(=O)N(Cc1ccco1)C2=O	x	11%	8%	i	12	0	x	12%	2%	PMK inhibit pilot replicates=2.5;MK inhibit pilot replicates=0.0;DPM-DC inhibit pilot screen %=2.5
CCn1nc(C)c(/C=C2\CCCC3=C2OC(N)=C(C#N)C3c2c(C)nn(CC)c2C)c1C (stereo not drawn)	1%	13%	-8%	i	6	11	-4%	12%	3%
CCC(C)C(NC(=O)c1ccccc1NC(=O)c1ccc(OC)cc1)C(=O)NCc1ccco1 (stereo not drawn)	x	-5%	0%	i	3	6	-20%	3%	5%
O=C(COC(=O)C1CCC1)Nc1ccc(OC(F)F)cc1	8%	4%	0%	i	0	12	2%	-7%	-8%
CCN(c1ccccc1)S(=O)(=O)c1ccc(F)c(C(=O)O)c1	4%	-7%	3%	i	0	9	1%	-9%	-7%
COC(=O)C1=C(C)NC(C)=C(C(=O)OC)C1c1cn(-c2ccccc2)nc1-c1ccco1	7%	-7%	-6%	i	11	0	x	-3%	-5%
CCCCCSc1nc2c(c(=O)[nH]c(=O)n2C)n1CC	-7%	1%	1%	i	0	5	-3%	2%	5%
O=C(NCC(=O)N(CC1CCCO1)C(C(=O)NC1CCCC1)c1ccc(F)cc1)c1ccco1 (stereo not drawn)	-1%	5%	-25%	i	2	2	-8%	0%	-23%
O=C(NCc1ccc2c(c1)OCO2)C1CCN(c2ncccn2)CC1	-8%	11%	-3%	i	0	11	0%	-4%	8%
CCOC(=O)c1cc2n(n1)C(C(F)(F)C(F)(F)F)CC(C)N2 (stereo not drawn)	16%	2%	-8%	i	10	7	10%	1%	-9%	PMK inhibit pilot replicates=0.0;MK inhibit pilot replicates=0.0;DPM-DC inhibit pilot screen %=1.0
N=c1nc(N)nc2n1NC(c1ccc(F)cc1)=CS2	x	12%	-13%	i	7	9	8%	-2%	0%
COc1ccccc1N1CCN(C(=O)CSc2nc(C)c(Cc3ccccc3)c(=O)[nH]2)CC1	11%	18%	12%	i	10	5	-1%	-10%	10%
O=C(NCc1ccccc1)c1cc(-c2cccs2)on1	13%	1%	-2%	i	5	9	-1%	-1%	0%
CCCc1[nH]nc2c1C1(CCN(C(=O)OCc3ccccc3)CC1)C(C#N)=C(N)O2	5%	-1%	17%	i	4	9	-8%	2%	13%
Cc1cccc2cc(COC(=O)c3ccccc3)c(=O)[nH]c12	x	4%	-16%	i	0	3	-2%	-3%	-10%
CCCCCc1c(C)nc(N2CCOCC2)[nH]c1=O	9%	2%	-4%	i	2	7	11%	-7%	-10%
CC(Sc1nc2ccccc2c(=O)n1Cc1ccco1)C(=O)c1ccccc1 (stereo not drawn)	3%	15%	7%	i	5	9	-3%	-4%	5%
CC(=O)CC1(O)C(=O)N(CN2CCN(c3ccccc3)CC2)c2ccccc21 (stereo not drawn)	9%	17%	-52%	i	9	11	-14%	7%	-44%
COc1cccc(-c2nc(NCC3CCCO3)c3ccccc3n2)c1O (stereo not drawn)	3%	11%	52%*	i	0	21	-19%	-1%	55%*
Cc1ccc2[nH]c(=O)c(COC(=O)C3CCCO3)cc2c1 (stereo not drawn)	x	3%	-5%	i	6	2	7%	-4%	-8%
COc1cc(C)nc(Oc2ccc(OCc3ccccc3)nn2)n1	x	5%	-2%	x	7	1	x	-7%	3%
COc1ccc(Cc2nnc(NC(=O)c3ccco3)s2)cc1OC	x	1%	8%	i	7	11	5%	-7%	15%
Cc1noc(C)c1COC(=O)c1ccc(-c2nc3ccccc3s2)s1	-5%	12%	2%	i	2	1	8%	5%	2%
Cc1cc(C)cc(CSc2nnc(C)c(=O)[nH]2)c1	16%	17%	-11%	i	2	0	-10%	-6%	-14%

Fetched by structure from the entries so far (2):
SMILES	LYP inhibition	TNAP inhibition	HPDE-C7 cytotoxicity	DPM-DC inhibit	MK inhibit	PMK inhibit	HT1080 cytotoxicity	Bfl-1 inhibitors	KRASV12 cytotoxicity	others
COc1cc(C)nc(Oc2ccc(OCc3ccccc3)nn2)n1	x	5%	-2%	x	7	1	x	-7%	3%
Cc1ccc2[nH]c(=O)c(COC(=O)C3CCCO3)cc2c1 (stereo not drawn)	x	3%	-5%	i	6	2	7%	-4%	-8%

Sorted by heavy-atom count (falling): some entries from above.
SMILES	LYP inhibition	TNAP inhibition	HPDE-C7 cytotoxicity	DPM-DC inhibit	MK inhibit	PMK inhibit	HT1080 cytotoxicity	Bfl-1 inhibitors	KRASV12 cytotoxicity	others
COc1cccc(-c2nc(NCC3CCCO3)c3ccccc3n2)c1O (stereo not drawn)	3%	11%	52%*	i	0	21	-19%	-1%	55%*
Cc1noc(C)c1COC(=O)c1ccc(-c2nc3ccccc3s2)s1	-5%	12%	2%	i	2	1	8%	5%	2%
COc1cc(C)nc(Oc2ccc(OCc3ccccc3)nn2)n1	x	5%	-2%	x	7	1	x	-7%	3%
Cc1ccc2[nH]c(=O)c(COC(=O)C3CCCO3)cc2c1 (stereo not drawn)	x	3%	-5%	i	6	2	7%	-4%	-8%
CCCCCc1c(C)nc(N2CCOCC2)[nH]c1=O	9%	2%	-4%	i	2	7	11%	-7%	-10%
Cc1cc(C)cc(CSc2nnc(C)c(=O)[nH]2)c1	16%	17%	-11%	i	2	0	-10%	-6%	-14%
